NLRP3 yeast inh – NALP3 inflammasome inhibitors in reconstituted yeast, primary screen, luminescence, uHTS | Yeast reconstituted NLRP3/ASC/caspase-1, beta-gal luminescence, 24 h | inhibition, % at 10 µM | 0.39% of 330,000 active | AID 2825, 2010;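 active means inhibition of 50% or more; inactive means inhibition below 50%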;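 further: plate controls were induced DMSO wells for no effect and uninduced yeast grown without galactose for full effect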
hIAP activ – human IAP activators, primary screen, biochemical, luminescence, uHTS; Intestinal-type alkaline phosphatase (Homo sapiens), P09923; purified human IAP, CDP-Star luminescence, 30 min; active compounds read high; 1 = vehicle-only enzyme, 0 = enzyme-free background; activation factor at 10 µM; 0.16% of 330,000 active; AID 2524, 2010;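 active means activation factor of the enzyme at least 2-fold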; further: the source names both 10 and 20 µM as test concentration; values of inactives mirror those of a sister screen read the other way
mIAP inh – inhibitors of mouse IAP, primary screen, biochemical, luminescence, uHTS; purified mouse IAP, CDP-Star luminescence, 30 min; inhibition, % at 10 µM; intestinal alkaline phosphatase [Mus musculus]; 0.2% of 330,000 active;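 active means inhibition of at least 40% at 10 µM in the primary screen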;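 further: plate controls were DMSO with enzyme for no effect and no enzyme wells for full effect; values of inactives mirror those of a sister screen read the other way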
Apaf-1 inh – inhibitors of human Apaf-1 apoptosome, primary screen, biochemical, DEVD-Rh110 fluorescence, uHTS; Apoptotic protease-activating factor 1 (Homo sapiens), O14727; reconstituted apoptosome caspase-3 activity; inhibition, % at 20 µM; 0.71% of 330,000 active; AID 489030, 2010; active means inhibition of at least 40% at 20 µM;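 further: plate controls were DMSO wells for no effect and DEVD-CHO caspase inhibitor wells for full effect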
Target sequence (O14727 whole entry, looked up): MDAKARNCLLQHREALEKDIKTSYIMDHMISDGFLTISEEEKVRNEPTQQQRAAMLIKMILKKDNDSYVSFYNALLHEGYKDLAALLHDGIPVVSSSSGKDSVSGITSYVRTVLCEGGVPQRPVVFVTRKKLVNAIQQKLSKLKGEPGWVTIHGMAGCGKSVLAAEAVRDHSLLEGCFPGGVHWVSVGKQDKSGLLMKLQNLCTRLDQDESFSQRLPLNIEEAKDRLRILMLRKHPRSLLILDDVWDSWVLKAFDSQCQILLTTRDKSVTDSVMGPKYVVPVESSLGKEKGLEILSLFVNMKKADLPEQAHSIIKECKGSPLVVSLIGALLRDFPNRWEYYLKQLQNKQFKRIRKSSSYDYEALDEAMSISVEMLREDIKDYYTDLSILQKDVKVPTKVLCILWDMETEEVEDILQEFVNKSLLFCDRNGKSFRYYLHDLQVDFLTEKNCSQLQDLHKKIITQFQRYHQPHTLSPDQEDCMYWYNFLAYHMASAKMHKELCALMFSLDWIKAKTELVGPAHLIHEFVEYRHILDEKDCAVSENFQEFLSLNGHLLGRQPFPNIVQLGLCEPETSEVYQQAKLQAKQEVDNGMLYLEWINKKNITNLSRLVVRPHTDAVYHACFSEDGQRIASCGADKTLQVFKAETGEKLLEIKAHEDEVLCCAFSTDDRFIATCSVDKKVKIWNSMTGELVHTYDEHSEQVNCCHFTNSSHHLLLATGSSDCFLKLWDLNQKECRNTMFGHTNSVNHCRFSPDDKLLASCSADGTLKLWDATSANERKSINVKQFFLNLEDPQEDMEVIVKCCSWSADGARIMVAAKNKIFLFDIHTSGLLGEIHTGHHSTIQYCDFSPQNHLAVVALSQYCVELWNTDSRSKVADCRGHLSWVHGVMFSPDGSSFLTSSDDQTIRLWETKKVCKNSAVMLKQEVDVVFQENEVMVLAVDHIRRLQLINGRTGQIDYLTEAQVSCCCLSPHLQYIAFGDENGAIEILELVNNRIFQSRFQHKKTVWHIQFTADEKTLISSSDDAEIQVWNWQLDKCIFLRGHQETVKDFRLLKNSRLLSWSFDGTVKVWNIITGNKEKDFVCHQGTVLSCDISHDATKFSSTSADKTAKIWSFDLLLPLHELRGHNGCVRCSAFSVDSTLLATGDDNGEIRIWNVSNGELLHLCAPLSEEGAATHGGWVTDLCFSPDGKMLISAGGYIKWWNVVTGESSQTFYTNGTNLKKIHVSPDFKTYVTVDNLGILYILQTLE
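System: Apoptosome proteins | Medium: Hepes pH 7.5 with detergent and BSA | Also added: Cytochrome c trigger plus (Z-DEVD)2-Rh110 caspase-3 substrate | Incubation: 30 min compound preincubation, 50 min activation, room temperature | Detection: Rhodamine 110 fluorescence at Ex 480/Em 540 nm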
ATG4B inh – ATG4B protease inhibitors, primary screen, biochemical, fluorescence, uHTS. Cysteine protease ATG4B (Homo sapiens), Q9Y4P1. 0.51% of 340,000 active. inhibition, % at 8.33 µM. ATG4B cleavage of LC3-PLA2, NBD-HPC fluorescence, 1 h; in the data active means inhibition above about 40%
mIAP activ – activators of mouse IAP, primary screen, biochemical, luminescence, uHTS; intestinal alkaline phosphatase [Mus musculus]; muIAP, CDP-Star luminescence, 30 min; active compounds read high; 1 = vehicle-only enzyme signal, 0 = enzyme-free wells; activation factor at 10 µM; 0.24% of 330,000 active; AID 2805, 2010;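 active means activation factor of at least 2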; further: the source names both 10 and 20 µM as test concentration; values of inactives mirror those of a sister screen read the other way
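also added = chemiluminescent substrate CDP-Star | test system = mouse IAP enzyme | signal = chemiluminescence readout | compound = DMSO-dissolved test compounds | incubation = 30 min at room temperature | benchmarks = DMSO wells, no-enzyme wells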
hIAP block – human IAP inhibitors, primary screen, biochemical, luminescence, uHTS; Intestinal-type alkaline phosphatase (Homo sapiens), P09923; purified IAP, CDP-Star luminescence, 30 min; inhibition, % at 10 µM; 0.12% of 330,000 active; AID 2544, 2010;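 active means inhibition reaching a set limit with compound at 10 µM in the primary screen, cut at about 35% in these data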;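 further: plate controls were DMSO wells with enzyme for no effect and no-enzyme buffer wells for full effect; values of inactives mirror those of a sister screen read the other way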
TIM10 inh – growth inhibitors of isogenic TIM10 control yeast, primary screen, counter-screen for tim10-1 yeast inhibitor project, luminescence, uHTS. S. cerevisiae TIM10 strain growth, BacTiter-Glo luminescence, 24 h. inhibition, % at 10 µM. 1.4% of 330,000 active;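 active means inhibition of 40% or more at the single tested concentration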;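 further: wild-type TIM10 isogenic control strain grown at permissive 25 °C; 0% = DMSO yeast wells and 100% = minimal medium wells without yeast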
tim10-1 inh – growth inhibitors of tim10-1 mutant yeast, primary screen, luminescence, uHTS; S. cerevisiae tim10-1 ts strain growth, BacTiter-Glo, 24 h; inhibition, % at 20 µM; 2.2% of 330,000 active;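 active means inhibition of at least 40%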;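 further: mutant grown at 25 °C; 0% = DMSO wells with yeast and 100% = wells holding no yeast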
* hit, by the source's call.

`O=C(NCC(c1ccco1)N1CCc2ccccc2C1)C(=O)Nc1ccc(F)cc1F` (stereo not given) gave NLRP3 yeast inh 24.0, hIAP activ 1, mIAP inh 8.3, Apaf-1 inh 13.8, ATG4B inh -2.9, mIAP activ 0.917, hIAP block -0.1, TIM10 inh -3.1 and tim10-1 inh 10.4.
For CC1C[N+](=C2C=C(N3CCOCC3)CC(C)(C)C2)CC(C)O1 (stereo not given) the results were NLRP3 yeast inh -7.5, hIAP activ 1.01, mIAP inh 2.7, Apaf-1 inh -18.9, ATG4B inh -3.7, mIAP activ 0.973, hIAP block -0.9, TIM10 inh -3.8 and tim10-1 inh -4.0.
CCOC(=O)c1cc(CC)sc1NC(=O)COC(=O)C1CCC1 was read as NLRP3 yeast inh 23.5, hIAP activ 1.07, mIAP inh 0.0, Apaf-1 inh 25.3, ATG4B inh -4.5, mIAP activ 1, hIAP block -7.2, TIM10 inh 15.4 and tim10-1 inh 21.9.
O=C(CNC(=O)c1ccccn1)N=Nc1c(O)[nH]c2ccccc12 was read as NLRP3 yeast inh 18.2, hIAP activ 1.41, mIAP inh 8.5, Apaf-1 inh 2.2, ATG4B inh 5.4, mIAP activ 0.915, hIAP block -40.9, TIM10 inh 21.1 and tim10-1 inh 3.8.
`CCC(=O)N1CCc2cc(S(=O)(=O)NC(C(=O)N3CCc4ccccc4C3)C(C)C)ccc21` (stereo not given) gave NLRP3 yeast inh 5.2, hIAP activ 1.06, mIAP inh 2.1, Apaf-1 inh 21.5, ATG4B inh -11.4, mIAP activ 0.979, hIAP block -6.3, TIM10 inh 27.2 and tim10-1 inh 40.2*.
`CCOC(=O)N1CCN(C(=O)CSCc2ccc(Cl)cc2)CC1` gave NLRP3 yeast inh 30.5, hIAP activ 1.03, mIAP inh 4.9, Apaf-1 inh -5.6, ATG4B inh -8.7, mIAP activ 0.951, hIAP block -2.6, TIM10 inh 1.9 and tim10-1 inh 0.8.
CC(C)(C)[C@@H]1COC(=O)[C@@H](NC(=O)OCC2c3ccccc3-c3ccccc32)C/C=C\C[C@@H](CC(=O)NCCO)C(=O)N1 was read as NLRP3 yeast inh 6.1, hIAP activ 0.819, mIAP inh 7.2, Apaf-1 inh 7.3, ATG4B inh -10.0, mIAP activ 0.928, hIAP block 18.0, TIM10 inh -1.2 and tim10-1 inh -13.9.
Screening Cc1ccc(C(C)NC(=O)Cn2nc(C)c([N+](=O)[O-])c2C)cc1 (stereo not given) returned NLRP3 yeast inh 4.7, hIAP activ 1.08, mIAP inh -1.3, Apaf-1 inh -14.4, ATG4B inh -5.5, mIAP activ 1.01, hIAP block -8.4, TIM10 inh 0.6 and tim10-1 inh -0.6.
Screening CCOC(=O)c1nnn(CC(=O)Nc2cccc(Cl)c2C)c1C(=O)OCC returned NLRP3 yeast inh 6.8, hIAP activ 0.95, mIAP inh 1.0, Apaf-1 inh -5.0, ATG4B inh 20.7, mIAP activ 0.99, hIAP block 5.0, TIM10 inh 2.2 and tim10-1 inh 11.3.
`CC(C)Cn1c(N)c(C(=O)CSc2nc3ccccc3n2C)c(=O)n(C)c1=O` gave NLRP3 yeast inh 0.6, hIAP activ 1.01, mIAP inh 0.0, Apaf-1 inh -1.4, ATG4B inh 0.8, mIAP activ 1, hIAP block -1.5, TIM10 inh 11.2 and tim10-1 inh 9.8.
O=C(C1=C[C@H](c2ccc(C(F)(F)F)cc2)C[C@H](OCCCCO)O1)N1CCN(Cc2ccccc2)CC1 was read as NLRP3 yeast inh 10.3, hIAP activ 0.939, mIAP inh 4.1, Apaf-1 inh 17.9, ATG4B inh -14.7, mIAP activ 0.959, hIAP block 6.1, TIM10 inh 9.4 and tim10-1 inh 20.2.
C=CCOc1ccc(/C=C2\N=C(C)OC2=O)cc1OC was read as NLRP3 yeast inh 2.7, hIAP activ 1.08, mIAP inh -15.6, Apaf-1 inh 11.3, ATG4B inh 3.0, mIAP activ 1.16, hIAP block -8.0, TIM10 inh -6.5 and tim10-1 inh -3.6.
Screening Cc1cc(C(=O)CSc2nc(N)cc(=O)[nH]2)c(C)n1CCc1ccc(F)cc1 returned NLRP3 yeast inh 2.3, hIAP activ 0.997, mIAP inh -0.9, Apaf-1 inh 18.9, ATG4B inh -12.9, mIAP activ 1.01, hIAP block 0.3, TIM10 inh -1.3 and tim10-1 inh 2.9.
COc1ccc(-n2cnnc2SCC(=O)Nc2cc(C)on2)cc1 was read as NLRP3 yeast inh -19.9, hIAP activ 0.993, mIAP inh -2.5, Apaf-1 inh -14.1, ATG4B inh -7.2, mIAP activ 1.02, hIAP block 0.7, TIM10 inh 3.2 and tim10-1 inh 14.8.
`CC(C)CCSc1nc2ccccc2[nH]1` gave NLRP3 yeast inh 22.4, hIAP activ 1.08, mIAP inh -5.4, Apaf-1 inh -5.9, ATG4B inh 15.2, mIAP activ 1.05, hIAP block -7.7, TIM10 inh 3.9 and tim10-1 inh -2.7.
Screening CCC(=O)NC(c1cccs1)c1cc([N+](=O)[O-])c2cccnc2c1O (stereo not given) returned NLRP3 yeast inh 23.7, hIAP activ 1.29, mIAP inh 20.4, Apaf-1 inh 29.5, ATG4B inh -10.2, mIAP activ 0.796, hIAP block -29.4, TIM10 inh 12.4 and tim10-1 inh 22.3.
Screening CC(=N)c1c(O)c2ccccc2oc1=O returned NLRP3 yeast inh 21.6, hIAP activ 0.887, mIAP inh 1.7, Apaf-1 inh 0.3, ATG4B inh -7.5, mIAP activ 0.983, hIAP block 11.3, TIM10 inh -9.8 and tim10-1 inh 1.9.
For O=C(CSc1n[nH]c(C2CCCC2)n1)NC1CCCC1 the results were NLRP3 yeast inh -3.3, hIAP activ 0.868, mIAP inh 3.0, Apaf-1 inh -6.9, ATG4B inh -0.7, mIAP activ 0.97, hIAP block 13.1, TIM10 inh -4.8 and tim10-1 inh 4.2.
For O=C(Nc1cccs1)N1CCN(c2ncccn2)CC1 the results were NLRP3 yeast inh 11.9, hIAP activ 0.91, mIAP inh 6.5, Apaf-1 inh 4.0, ATG4B inh -3.4, mIAP activ 0.935, hIAP block 9.0, TIM10 inh -4.9 and tim10-1 inh -3.3.
Screening CCC(=O)c1ccc(OCC(=O)OCC(=O)Nc2ccc(C)c(S(=O)(=O)N3CCCCC3)c2)cc1 returned NLRP3 yeast inh -2.6, hIAP activ 1.06, mIAP inh -6.0, Apaf-1 inh 18.5, ATG4B inh -11.5, mIAP activ 1.06, hIAP block -6.0, TIM10 inh 1.4 and tim10-1 inh -8.7.
For COc1cccc(/C=C/C(=O)OCC(=O)N(C)CC(=O)Nc2ccccc2Cl)c1OC the results were NLRP3 yeast inh 20.1, hIAP activ 1.23, mIAP inh 4.7, Apaf-1 inh 5.9, ATG4B inh -9.1, mIAP activ 0.953, hIAP block -22.6, TIM10 inh -2.0 and tim10-1 inh 5.0.
`Cc1ccccc1C(=O)N1CCC(C(=O)Nc2ccccc2Cl)CC1` gave NLRP3 yeast inh 13.8, hIAP activ 1.21, mIAP inh 3.1, Apaf-1 inh -4.0, ATG4B inh 2.4, mIAP activ 0.969, hIAP block -21.0, TIM10 inh 7.8 and tim10-1 inh 6.2.
CC1(C)[C@H]2CC[C@]1(C)[C@@H](OC(=O)C[N+]1(C)CCOCC1)C2 was read as NLRP3 yeast inh 10.1, hIAP activ 1.14, mIAP inh -6.2, Apaf-1 inh -15.5, ATG4B inh -3.5, mIAP activ 1.06, hIAP block -13.6, TIM10 inh -1.6 and tim10-1 inh -11.1.
Screening Cc1ccc(S(=O)(=O)NC2=C(N3CCN(Cc4ccccc4)CC3)C(=O)c3ccccc3C2=O)cc1 returned NLRP3 yeast inh 13.8, hIAP activ 1.11, mIAP inh 5.3, Apaf-1 inh 3.1, ATG4B inh 12.0, mIAP activ 0.947, hIAP block -11.0, TIM10 inh 12.3 and tim10-1 inh 28.7.

Next part; the last 2 above are carried over.
CC1(C)[C@H]2CC[C@]1(C)[C@@H](OC(=O)C[N+]1(C)CCOCC1)C2 was read as NLRP3 yeast inh 10.1, hIAP activ 1.14, mIAP inh -6.2, Apaf-1 inh -15.5, ATG4B inh -3.5, mIAP activ 1.06, hIAP block -13.6, TIM10 inh -1.6 and tim10-1 inh -11.1.
Screening Cc1ccc(S(=O)(=O)NC2=C(N3CCN(Cc4ccccc4)CC3)C(=O)c3ccccc3C2=O)cc1 returned NLRP3 yeast inh 13.8, hIAP activ 1.11, mIAP inh 5.3, Apaf-1 inh 3.1, ATG4B inh 12.0, mIAP activ 0.947, hIAP block -11.0, TIM10 inh 12.3 and tim10-1 inh 28.7.
`O=C(CNS(=O)(=O)c1ccccc1F)NNC(=O)c1ccc(Br)cc1` gave NLRP3 yeast inh -0.7, hIAP activ 1.84, mIAP inh 23.4, Apaf-1 inh 7.8, ATG4B inh -3.3, mIAP activ 0.766, hIAP block -84.3, TIM10 inh -0.2 and tim10-1 inh 0.2.
For CC(C)Cc1nnc(NC(=O)CCC(=O)N2CCN(S(=O)(=O)c3ccccc3)CC2)s1 the results were NLRP3 yeast inh -3.6, hIAP activ 1.23, mIAP inh -9.7, Apaf-1 inh 11.8, ATG4B inh 28.9, mIAP activ 1.1, hIAP block -23.3, TIM10 inh 14.3 and tim10-1 inh 18.6.
Screening O=C(CCN1C(=O)[C@H]2CC=CC[C@H]2C1=O)NCc1nc(-c2ccccc2)no1 returned NLRP3 yeast inh 9.3, hIAP activ 1.06, mIAP inh -2.9, Apaf-1 inh 11.5, ATG4B inh 0.7, mIAP activ 1.03, hIAP block -5.6, TIM10 inh 3.0 and tim10-1 inh -3.1.
For Cc1ccc(/C(=N\S(=O)(=O)c2ccc(Br)cc2)Nc2ccccc2C)cc1 the results were NLRP3 yeast inh 11.8, hIAP activ 1.01, mIAP inh 13.6, Apaf-1 inh 8.3, ATG4B inh 0.1, mIAP activ 0.864, hIAP block -1.2, TIM10 inh 17.5 and tim10-1 inh -9.7.
`Cn1nnnc1SCCNCc1cccnc1` gave NLRP3 yeast inh 5.9, hIAP activ 1.21, mIAP inh -4.5, Apaf-1 inh -5.9, ATG4B inh 17.9, mIAP activ 1.04, hIAP block -20.7, TIM10 inh -3.9 and tim10-1 inh 3.1.
Screening Cc1ccccc1Nc1nc(N)nc(COC(=O)c2cccn2C)n1 returned NLRP3 yeast inh 18.0, hIAP activ 1.18, mIAP inh 4.6, Apaf-1 inh 7.9, ATG4B inh -2.7, mIAP activ 0.954, hIAP block -17.8, TIM10 inh 10.2 and tim10-1 inh 17.3.
Screening O=C(Cc1csc(Nc2nc(=S)[nH]c3ccccc23)n1)NCCCN1CCN(c2ccccc2F)CC1 returned NLRP3 yeast inh -1.3, hIAP activ 1.23, mIAP inh 8.8, Apaf-1 inh 1.7, ATG4B inh 3.7, mIAP activ 0.912, hIAP block -23.3, TIM10 inh 27.0 and tim10-1 inh 24.9.
